bCat nuc transl = beta-catenin nuclear translocation modulation; HeLa beta-catenin nuclear translocation, immunofluorescence imaging; AID 1665; actives 0.3% (n = 190,000); nuclear translocation activity, % at 5 µM;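 active means nuclear translocation activity above 50% at 5 µM, with a well cell count of 50 or more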;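 further: per-cell ratio of nuclear to cytoplasmic median beta-catenin stain intensity; plate controls were DMSO negative control for no effect and GSK-3 inhibitor IX positive control for full effect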
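Read-out: Nuclear/cytoplasmic beta-catenin signal ratio, % activation | Assay system: Human HeLa cell line | Times: 24 h compound exposure at 37°C, 5% CO2 | Signal: Fluorescence imaging of beta-catenin antibody stain plus DAPI | Dosing: 5 µM primary, 0.02–20 µM confirmation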
WT yeast gro inh = growth inhibition of WT yeast, mitochondrial fusion screen; inhibition, % at 10 µM; actives 2.1% (n = 190,000); mitochondrial fusion phenotypic screen, WT strain; in the data active means inhibition above about 58%; tested in S. cerevisiae
T cell modulator = T cell immune modulators affecting CD8 T cell-vesicle binding. 2C CD8+ T cell-vesicle binding, flow cytometry; active compounds read low. calls only at 7 µM. actives 0.068% (n = 330,000). AID 2052;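 active means response, share of CD8 T cells binding vesicles, and their 90th percentile fluorescence all below set limits, cut at about 80% in these data, passing the limit was not always enough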
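Benchmarks: naked versus QL9-loaded vesicles / Assay system: purified 2C TCR transgenic mouse naive CD8+ T cells / Technique: high-throughput flow cytometry with anti-B7-1 and anti-CD8 staining / Timing: Cell–vesicle co-incubation 1.5 h at 37 °C, staining 20 min on ice / Read-out: percent CD8+ FL2 mean versus row control / Probe or stimulus: QL9-loaded Drosophila micro-vesicles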
West Nile antiviral = West Nile virus antiviral activity, cell-based, CPE readout (AID 1621); West Nile virus-infected cells, CPE inhibition; higher % means a stronger effect; CPE inhibition, % at 10 µM, or IC50 in µM where a hit was titrated; actives 0.02% (n = 290,000); in the data active means a potency from the dose series; further: strong numbers were not always called active
Ins promoter up = MIN6 insulin promoter up-regulation. MIN6 insulin promoter-GFP reporter, high-content imaging; active compounds read high. z-score at 5 µM. actives 0.3% (n = 190,000). AID 1625;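 active means z-score above 3 at 5 µM with at least 500 cells counted in the well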
Lipid droplet = hepatic lipid droplet formation modulation; AML12 mouse hepatocytes, oleate lipid droplets, BODIPY imaging; inhibition, % at 6.5 µM; actives 0.4% (n = 240,000);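 active means lipid droplet intensity inhibited by at least 50%, with more than 500 cells counted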
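Material: mouse AML12 hepatocyte cell line, fixed after treatment; Timing: compound with oleate, overnight; Technique: high-content imaging of BODIPY-stained droplets and DAPI nuclei; Probe or stimulus: oleate, 100 µM final; Dosing: compound at 6.5 µM only.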
WT yeast gro inh mutant strain = recorded beside WT yeast gro inh, whose call it bears; inhibition, %; mitochondrial fusion phenotypic screen, mutant strain inhibition
Ins promoter up cell count = further read-out of Ins promoter up, marked with its call; cell count; measured here: cytotoxicity, nuclei count;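 total cells summed across four imaged fields per well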
Lipid droplet cells 6.5 µM = also measured in Lipid droplet; calls as there; cell count; measured here: cell count, cytotoxicity flag;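 cells counted across two imaged fields per well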
bCat nuc transl cell count 5 µM = further read-out of bCat nuc transl, marked with its call; cell count; measured here: cell count, cytotoxicity flag
T cell modulator vesicle-bound % = recorded beside T cell modulator, whose call it bears; double positive events, %; measured here: CD8+ vesicle-bound cell fraction;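 binding gate set so that unloaded-vesicle control wells show 10% double positive cells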
* = called active by the depositor; i = inactive; . = no result given. These rows are one share of the data (hit frequency here may not be typical).

SMILES	bCat nuc transl	bCat nuc transl cell count 5 µM	WT yeast gro inh	T cell modulator	T cell modulator vesicle-bound %	West Nile antiviral	Ins promoter up	Lipid droplet	Lipid droplet cells 6.5 µM	others
O=C1N[C@@H](Cc2ccccc2)C(=O)N2[C@@H]1C[C@]1(Br)c3ccccc3N(S(=O)(=O)c3ccccc3)[C@H]21	.	.	.	i	60	-1.1%	.	.	.
CCN1C(=NCc2cc(OC)c(OC)c(OC)c2)N[C@@H](c2ccccc2)[C@H](C(=O)OC)[C@H]1C	.	.	.	i	30	-0.1%	.	.	.
CS(=O)(=O)N1c2ccccc2[C@]2([C@@]34C[C@H]5C(=O)N[C@@H](Cc6ccccc6)C(=O)N5[C@@H]3N(S(C)(=O)=O)c3ccccc34)C[C@H]3C(=O)N[C@@H](Cc4ccccc4)C(=O)N3[C@H]12	.	.	.	i	21	-0.3%	.	.	.
O=C1N[C@@H](Cc2cn(S(=O)(=O)c3ccc(F)cc3)c3ccccc23)C(=O)N[C@H]1Cc1ccccc1	.	.	.	i	23	0.5%	.	.	.
CC(C)c1cc(-c2cc(C(=O)Nc3ccccc3)on2)nc(NCC2CC2)n1	.	.	.	i	50	-1.0%	.	.	.
COC/C=C/C1=CC2=CC(=O)C(C)(OC(=O)c3cccs3)C(=O)C2=CO1 (configuration not stated)	.	.	.	i	56	0.1%	.	.	.
CC[n+]1ccccc1/C=C1\Sc2ccc(C)cc2N1C	.	.	.	i	14	-0.8%	.	.	.
CC(C)(C)C(O)/C=C/c1ccc2c(c1)OCO2 (configuration not stated)	.	.	.	i	14	-0.2%	.	.	.
CN(C)CCCn1c(=O)n(Cc2ccccc2)c(=O)c2c3c(sc21)CCCCC3	.	.	.	i	45	-2.3%	.	.	.
CCOCCOC(=O)c1[nH]c2c(c1C)C(=O)CC(c1ccccc1)C2 (configuration not stated)	.	.	.	i	16	-0.3%	.	.	.
CCC1(C)Cc2c(sc3nc(SC)[nH]c(=S)c23)CO1 (configuration not stated)	.	.	.	i	56	-0.1%	.	.	.
COc1ccccc1C(=O)N/C(=C\c1ccccc1)C(=O)NCc1ccco1	.	.	.	i	13	-0.3%	.	.	.
CC(=O)[C@]1(O)Cc2c(O)c3c(c(O)c2[C@@H](O[C@H]2C[C@H](N)[C@H](O)[C@H](C)O2)C1)C(=O)c1ccccc1C3=O	.	.	.	i	62	-1.9%	.	.	.
CSc1nc(C)cc(-c2cc(C(=O)Nc3ccccc3)on2)n1	.	.	.	i	24	-0.4%	.	.	.
CC(C)=CCc1cc2c(=O)c3c(O)c4c(cc3oc2c(O)c1O)OC(C)C4(C)C (configuration not stated)	.	.	.	i	21	2.5%	.	.	.
O=C(O)c1cc(-c2ccc(Cl)cc2)n(-c2cccc(Cl)c2)n1	.	.	.	i	25	-1.0%	.	.	.
Nc1ccc(O)c(C(=O)O)c1	.	.	.	i	24	-0.1%	.	.	.
Cc1cc(C)c(C2=CC(c3ccccc3)n3ncnc3N2)cc1C (configuration not stated)	.	.	.	i	24	-0.1%	.	.	.
O=C1OC(c2ccc3c(c2)OCO3)=N/C1=C\c1ccc(C(=O)O)cc1	.	.	.	i	58	-0.7%	.	.	.
C=CCn1c(=O)c(C(=O)Nc2ccccc2OC)c(O)c2ccccc21	-6.9	1003	13	.	.	.	-0.67	.	.	WT yeast gro inh mutant strain=-2;Ins promoter up cell count=1446
Cc1cc(C)n2nc(CCc3nc4nc(C)cc(C)n4n3)nc2n1	-6.3	957	-6	.	.	.	-0.31	.	.	WT yeast gro inh mutant strain=-2;Ins promoter up cell count=1155
Cn1c(SCCSc2nnc(-c3ccccc3)n2C)nnc1-c1ccccc1	-5.6	876	10	.	.	.	1.1	.	.	WT yeast gro inh mutant strain=-4;Ins promoter up cell count=1007
Cc1nn(-c2ccc(Cl)cc2)c2sc(C(=O)N3CCN(C(=O)c4ccco4)CC3)cc12	-2.3	1068	4	.	.	.	0.3	.	.	WT yeast gro inh mutant strain=-12;Ins promoter up cell count=1352
Cc1cc(Cl)ccc1N=Cc1c(O)n(C)c(=O)n(C)c1=O	-4.8	1009	12	.	.	.	0.49	.	.	WT yeast gro inh mutant strain=-2;Ins promoter up cell count=1080
CCCCCC(=O)Nc1cccc(C2=NOC3(C2)C[C@H](C(N)=O)N(C(=O)CC#N)C3)c1 (some centres not stated)	-3.4	1228	.	.	.	0.6%	-0.33	.	.	Ins promoter up cell count=1002

An excerpt from above in order of number of heavy atoms, rising.
SMILES	bCat nuc transl	bCat nuc transl cell count 5 µM	WT yeast gro inh	T cell modulator	T cell modulator vesicle-bound %	West Nile antiviral	Ins promoter up	Lipid droplet	Lipid droplet cells 6.5 µM	others
Cc1cc(Cl)ccc1N=Cc1c(O)n(C)c(=O)n(C)c1=O	-4.8	1009	12	.	.	.	0.49	.	.	WT yeast gro inh mutant strain=-2;Ins promoter up cell count=1080
CC(C)c1cc(-c2cc(C(=O)Nc3ccccc3)on2)nc(NCC2CC2)n1	.	.	.	i	50	-1.0%	.	.	.
CS(=O)(=O)N1c2ccccc2[C@]2([C@@]34C[C@H]5C(=O)N[C@@H](Cc6ccccc6)C(=O)N5[C@@H]3N(S(C)(=O)=O)c3ccccc34)C[C@H]3C(=O)N[C@@H](Cc4ccccc4)C(=O)N3[C@H]12	.	.	.	i	21	-0.3%	.	.	.

The list goes on:
SMILES	bCat nuc transl	bCat nuc transl cell count 5 µM	WT yeast gro inh	T cell modulator	T cell modulator vesicle-bound %	West Nile antiviral	Ins promoter up	Lipid droplet	Lipid droplet cells 6.5 µM	others
CCCCCCN(C(=O)CCCCCN1C(=O)NC(c2ccccc2)C(C(=O)OCc2ccccc2)=C1C)C(C(=O)NCCCC)c1ccc(OCC(=O)OC)c(C(=O)OC)c1 (configuration not stated)	0.5	1186	.	.	.	0.5%	.	52*	701*
CCCCNC(=O)C(c1ccc(OCC(=O)OC)c(C(=O)OC)c1)N(CCOC)C(=O)CCCCCN1C(=O)NC(c2ccc(-c3ccccc3)cc2)C(C(=O)OCc2ccccc2)=C1C (configuration not stated)	3.2	1334	.	.	.	.	0.19	2	698	Ins promoter up cell count=709
COc1ccc2[nH]c(=O)c(CN(C(=O)C3CCCO3)c3cccc(C)c3)cc2c1 (configuration not stated)	-4.4	1209	.	.	.	.	-1.4	-10	675	Ins promoter up cell count=912
CCCn1c(=O)c2ccccc2n2c(SCN3C(=O)c4ccccc4C3=O)nnc12	-3.1	1093	.	.	.	.	-0.21	7	846	Ins promoter up cell count=1147
CCOC(=O)N1CCN(c2ncnc3c2oc2nc(C)c4c(c23)CC(C)(C)OC4)CC1	-4.8	1209	.	.	.	.	0.01	-1	757	Ins promoter up cell count=913
Cc1cc(C)c2c(n1)nn1c(NCCCn3ccnc3)cc(C)nc21	-2.0	1159	.	.	.	.	-0.13	-10	751	Ins promoter up cell count=1108
O=c1c2cccc3c(N4CCOCC4)ccc(c32)c2nc3ccccc3n12	0.7	847	.	.	.	.	9.8*	-22	745	Ins promoter up cell count=757*
CCc1nnc(NC(=O)c2c(O)c3cccc4c3n(c2=O)CC4)s1	-6.3	1200	.	.	.	.	0.35	2	724	Ins promoter up cell count=1221
Cc1cc(NC(=O)CSc2ncnc3sc4c(c23)CCC(C)C4)no1 (configuration not stated)	-9.8	1199	.	.	.	.	-0.1	5	717	Ins promoter up cell count=832
COc1ccc(CCNC(=O)c2cc3c(=O)n4cccc(C)c4nc3n(Cc3ccncc3)c2=N)cc1	-2.8	1150	.	.	.	.	-1.7	-1	765	Ins promoter up cell count=845
COc1cc(-c2nc(-c3ccc(C)nc3OC)no2)cc(OC)c1OC	-4.6	1280	.	.	.	.	-0.64	-3	742	Ins promoter up cell count=1215
O=C(N/N=C/c1ccc([N+](=O)[O-])o1)C1CCCC1	.	.	.	i	52	-0.4%	.	-24	688
COc1cccc(OC)c1NC(=O)Cn1nc(-c2ccc3c(c2)OCCO3)ccc1=O	.	.	.	i	50	-0.4%	.	-1	807
Cc1ccc(C)c(C(=O)CCC(=O)Nc2ccc(F)cc2)c1	.	.	.	i	56	0.1%	.	9	840
Cc1nc(CNS(=O)(=O)c2ccc(Br)cc2)cs1	.	.	.	i	12	-0.5%	.	-1	809
CCNC(=S)NC1CC2CCCC(C1)N2Cc1ccc(C)cc1 (configuration not stated)	.	.	.	i	55	-0.9%	.	-2	816
COc1cc2ccccc2cc1C(=O)Nc1ccc2oc(=O)ccc2c1	.	.	.	i	32	-0.3%	.	0	838
COc1cc(/C=C2\C(=N)N3N=C(S(C)(=O)=O)SC3=NC2=O)ccc1OS(=O)(=O)c1ccccc1	.	.	.	i	27	0.0%	.	4	700
COc1ccccc1/C=C/CN1CCCCC1	.	.	.	i	61	0.8%	.	2	879
Cn1c(Cc2ccccc2)nnc1SCC(=O)NC1CC1	.	.	.	i	41	-0.6%	.	4	844
CCCCN(C)CCNC(=O)CCn1nc(-c2ccc(Cl)cc2)ccc1=O	.	.	.	i	32	0.7%	.	-25	792
COc1cccc(/C=N/Nc2nc(C)cc(=O)[nH]2)c1OC	.	.	.	i	24	-0.6%	.	2	832
CC1CCN(C(=O)CSc2nnc(N)s2)CC1	.	.	.	i	43	0.0%	.	8	738
CCN(CC)c1ccc2nc3c4ccccc4c(=O)cc-3oc2c1	.	.	.	i	38	-0.3%	.	26	840
O=C(NC1C2CC3CC(C2)CC1C3)C1CCCCC1 (configuration not stated)	.	.	.	i	56	-1.1%	.	2	804

Following part
SMILES	bCat nuc transl	bCat nuc transl cell count 5 µM	WT yeast gro inh	T cell modulator	T cell modulator vesicle-bound %	West Nile antiviral	Ins promoter up	Lipid droplet	Lipid droplet cells 6.5 µM	others
Cc1ccc(C)c(C(=O)CCC(=O)N2CCN(c3ncccn3)CC2)c1	.	.	.	i	12	-0.9%	.	-1	794
COc1ccc(-c2noc(CCCC(=O)NCC3CCCO3)n2)cc1 (configuration not stated)	.	.	.	i	26	-1.4%	.	-3	819
CN(C(=O)C(=O)c1cn(CC(=O)N2CCCC2)c2ccccc12)C1CCCCC1	.	.	.	i	10	-0.5%	.	-11	783
Cn1nnnc1SCCNC(=O)C1CCC(=O)N(Cc2ccc(Cl)cc2)C1 (configuration not stated)	.	.	.	i	72	-0.4%	.	4	844
Cc1cc2nnc(SCC(=O)Nc3ccc(Cl)cc3)n2c(N)n1	.	.	.	i	53	-0.6%	.	6	773
Cc1cc(NC(=O)CCC(=O)N(c2ccccc2F)C(C(=O)NC2CCCC2)c2ccccc2)no1 (configuration not stated)	.	.	.	i	15	-0.2%	.	-25	760
O=C(NC(=S)Nc1ncccn1)c1ccc(F)cc1	.	.	.	i	23	1.1%	.	11	806
CSc1nc(NS(=O)(=O)c2ccc(F)cc2F)nn1C	.	.	.	i	12	0.0%	.	3	858
COc1cccc(C(C(=O)NC2CCCC2)N(CCC(C)C)C(=O)CCC(=O)Nc2cc(C)on2)c1 (configuration not stated)	.	.	.	i	19	-1.5%	.	23	797
COc1ccc(S(=O)(=O)N2CCOC2CNC(=O)C(=O)NCc2ccccn2)cc1C (configuration not stated)	.	.	.	i	9	-0.3%	.	-10	836
COc1ccc(N2C(=O)CC(Cc3ccccc3OC)C2=O)cc1 (configuration not stated)	.	.	.	i	34	-0.2%	.	1	831
CC(=O)Nc1cccc(C(=O)NC(C)c2ccc(-n3ccnc3)cc2)c1 (configuration not stated)	.	.	.	i	22	0.3%	.	7	791
CCCCn1c(=O)[nH]c(=O)c2c1nc(-c1cc(Br)c(OCC)c(OC)c1)n2C	.	.	.	i	44	-0.8%	.	-1	745
CC(=O)c1ccc(N2CCN(CC(O)COC(c3ccccc3)c3ccccc3)CC2)cc1 (configuration not stated)	.	.	.	i	30	-1.2%	.	-24	849
CC(=O)c1ccc(NC(=O)C2CCCN(S(=O)(=O)c3cccc4nonc34)C2)cc1 (configuration not stated)	.	.	.	i	23	0.5%	.	12	823
